Assay outcomes as filed in PubChem.
ELG1 genotox = genotoxicity induction in ELG1-luciferase HEK293T cells; HEK293T ELG1-luciferase reporter, luminescence, 16 h; Potency, µM (titrated, usually from 46 µM), without a hit: top-dose activity change, positive = activation, usual class: activators; 330,000 compounds, 1.3% hits; AID 504466; further: % of control where 0% means no effect; nearly all actives have a fitted effect of over 60% in size
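Genotoxic stress is detected as increased luminescence from luciferase-tagged ELG1 in HEK293T cells, measured with ONE-Glo after a 16 hr treatment at 37 °C.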
RORgamma inh = blocks mouse ROR gamma transcriptional activity. P51450. Drosophila S2 Gal4-RORgamma UAS-luciferase reporter, 20 h. Potency, µM (top dose mostly 53.6 µM), without a hit: at the top dose activity change, negative = inhibition, hits mostly inhibitors. 310,000 compounds, 5.4% hits; further: on the % scale 0 is the no-effect control and ±100 the full control effect; nearly all actives have a fitted effect of over 60% in size
Target sequence (P51450 whole entry, looked up, the tested form may be a part): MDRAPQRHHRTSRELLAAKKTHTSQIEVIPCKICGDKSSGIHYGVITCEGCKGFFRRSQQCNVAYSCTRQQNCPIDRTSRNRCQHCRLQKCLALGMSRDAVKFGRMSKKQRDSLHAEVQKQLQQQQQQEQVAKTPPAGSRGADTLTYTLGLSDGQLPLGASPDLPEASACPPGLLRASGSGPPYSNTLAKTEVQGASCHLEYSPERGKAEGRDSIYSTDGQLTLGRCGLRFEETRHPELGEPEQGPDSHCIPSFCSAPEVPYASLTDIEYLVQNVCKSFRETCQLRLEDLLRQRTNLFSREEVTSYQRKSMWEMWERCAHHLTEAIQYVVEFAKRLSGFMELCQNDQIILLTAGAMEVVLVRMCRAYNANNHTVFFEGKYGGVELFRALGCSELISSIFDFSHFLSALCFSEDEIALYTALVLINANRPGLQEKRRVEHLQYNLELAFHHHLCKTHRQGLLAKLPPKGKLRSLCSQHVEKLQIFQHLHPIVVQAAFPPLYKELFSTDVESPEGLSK
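ROR gamma transcriptional activity was tracked as Gal4-UAS luciferase output in stably transfected Drosophila Schneider cells, with compound added 1 hr before 700 uM copper sulfate induction and a 20 hr ambient-temperature incubation.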
BRCA1 expr act = activators of BRCA1 expression; Potency, µM (series often up to 46.1 µM), for the others: at the highest dose activation, usual class: activators; MCF7-BRCA1-FFLuc reporter, luminescence, 48 h; response scale: scaled: vehicle 0%, 10 µM genistein 100%; AID 624202; 380,000 compounds, 1.1% hits; further: nearly all actives have a fitted effect of over 80% in size; some results filed as inactive show a strong effect at the top dose
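Cells: MCF7-BRCA1-FFLuc, 2000/well. Exposure: 48 h, 37 °C, 5% CO2. Read: luminescence, 15 min post-substrate. Controls: genistein 10 microM (maximal activation), DMSO (neutral).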
uPA surface inh = inhibitors of cell surface uPA generation. Potency, µM (highest dose often 38.3 µM), for inactives: at the top dose activity change, negative = inhibition, usual class: inhibitors. cell surface uPA generation assay, qHTS. AID 540303. 330,000 compounds, 0.31% hits; active means well fitted inhibition curve with a large enough effect; inconclusive means small, poorly fitted or top-dose-only effect; inactive means no such curve, though single readings can be large or run the other way; tested in mouse RAW 264.7 cells; further: on the % scale 0 is the no-effect control and ±100 the full control effect; nearly all actives have a fitted effect of over 55% in size
Gal4-VP16 FLuc = inhibits Gal4-VP16 luciferase reporter, ROR gamma counter-screen. Drosophila S2 Gal4-VP16 UAS-luciferase, luminescence, 20 h. Potency, µM (highest dose often 53.6 µM), for the others: at the highest dose activity, negative = inhibition, most hits filed as inhibitors. 310,000 compounds, 3.5% hits. AID 2546;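 further: Gal4-VP16 expression switched on by copper sulfate through the metallothionein promoter; on the % scale 0 is the no-effect control and ±100 the full control effect; nearly all actives have a fitted effect of over 50% in size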
Rab9 prom act = Rab9 promoter activation; 320,000 compounds, 2.8% hits; AID 485297; Potency, µM (doses to about 9.22 µM), for inactives: at the highest dose activation, negative = inhibition, actives largely listed as activators; Huh7 Rab9 promoter-luciferase reporter, luminescence, 24 h; further: % of control where 0% means no effect; nearly all actives have a fitted effect of over 60% in size
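Cells were plated at 1500 per well in reduced-serum medium with 10% FBS and left 2 h. Compound in DMSO was then added for 24 h at 37 °C. Reporter signal was read by luminescence after 10 min with luciferase detection reagent.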
MBNL1-CUG inh = MBNL1-poly(CUG) RNA binding inhibition | Q9NR56 | TR-FRET MBNL1-His/biotin-(CUG)12 binding, 665/545 ratio | Potency, µM (series often up to 57.5 µM), for the others: at the top dose activity change, negative = inhibition, actives largely listed as inhibitors | 280,000 compounds, 0.036% hits; active means well fitted inhibition curve with a large enough effect in the signal ratio, with a control signal flat, not every such curve was filed as active; inconclusive means small, poorly fitted or top-dose-only effect, or effect the other way, or a change in a side signal; inactive means no such curve, though single readings can be large or run the other way; the % refers to the signal ratio; further: on the % scale 0 is the no-effect control and ±100 the full control effect
Target sequence (Q9NR56 whole entry, looked up): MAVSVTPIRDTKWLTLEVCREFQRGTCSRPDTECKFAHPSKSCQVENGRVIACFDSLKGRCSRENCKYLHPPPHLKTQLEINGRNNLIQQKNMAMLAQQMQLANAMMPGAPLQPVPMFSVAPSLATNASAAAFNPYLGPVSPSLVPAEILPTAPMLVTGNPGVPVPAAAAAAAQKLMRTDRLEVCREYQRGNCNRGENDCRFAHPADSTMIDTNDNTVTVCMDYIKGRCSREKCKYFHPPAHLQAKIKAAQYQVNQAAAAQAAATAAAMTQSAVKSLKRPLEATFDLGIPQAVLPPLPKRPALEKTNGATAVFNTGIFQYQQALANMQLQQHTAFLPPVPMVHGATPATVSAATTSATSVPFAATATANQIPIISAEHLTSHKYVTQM
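Compounds (final 92 nM to 58 uM) are added to His-tagged MBNL1 and biotin-(CUG)12, then terbium anti-His antibody and streptavidin-XL665 (5 nM final). After 60 min at room temperature, the 665/545 nm ratio is read.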
CXXC DNA block = blocks binding of human MLL CXXC domain to DNA | MLL-CXXC / FITC-HOXA9 DNA fluorescence polarization | Potency, µM (titrated, usually from 115 µM), inactives show top-dose activity change, negative = inhibition, hits mostly inhibitors | 290,000 compounds, 0.037% hits; active means well fitted inhibition curve with a large enough effect in the polarisation, with a control signal flat, not every such curve was filed as active; inconclusive means small, poorly fitted or top-dose-only effect, or effect the other way, or a change in a side signal; inactive means no such curve, though single readings can be large or run the other way; the % refers to the polarisation
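Purified MLL-CXXC (added from a 7 uM solution) was preincubated 5 min at ambient with pinned compounds in 50 mM Tris-HCl pH 7.5, 50 mM NaCl, 1 mM DTT, 0.05% BSA. Fluorescein-labeled HOX-A9 DNA (50 nM solution) followed, 30 min, then polarization read.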
p53 reactivator = re-activators of mutant p53; AID 504706; Potency, µM (titrated, usually from 92.2 µM), for the others: at the highest dose activity change, positive = activation, usual class: activators; H1299 p53-A138V BP100-luciferase reporter, luminescence, 24 h; 320,000 compounds, 0.063% hits; further: % of control where 0% means no effect; nearly all actives have a fitted effect of over 45% in size
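H1299 (p53-null), stable ts p53-A138V + BP100-Luc; 1000 cells/well, Opti-MEM/10% FBS; cpd 4 pt, 1:5; 24 h, 37 deg C, 5% CO2; detection reagent 10 min RT; luminescence.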
NPC1 promoter act = activators of NPC1 promoter; Huh7 NPC1 promoter luciferase reporter, 24 h; 320,000 compounds, 2.4% hits; Potency, µM (titrated, usually from 9.22 µM), inactives show at the highest dose activation, hits mostly activators; AID 485313;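 further: % of control where 0% means no effect; nearly all actives have a fitted effect of over 60% in size; reporter is driven by a mutant NPC1 promoter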
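Huh7 reporter cells (NPC1 promoter driving luciferase) are dosed with compound for 24 h at 37 °C, 5% CO2; luciferase detection reagent is then added and luminescence measured after 10 min at ambient temperature.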
FLuc modulator = inhibits or activates purified firefly luciferase, miR-21 counter-screen. P08659. purified FLuc, Km substrates, luminescence inhibition. Potency, µM (doses to about 57.5 µM), for inactives: at the top dose activity change, negative = inhibition, actives largely listed as inhibitors. 360,000 compounds, 6.9% hits;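 further: plate controls were vehicle for no effect and reference inhibitor for full effect; nearly all actives have a fitted effect of over 55% in size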
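Biochemical qHTS of compounds, final roughly 60 µM downward over six points, against 10 nM purified firefly luciferase using Km concentrations of substrates (10 uM D-luciferin, 10 uM ATP) in Tris acetate pH 7.5 buffer; luminescence output.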
Starred values were filed as active, the others as inactive; ? = inconclusive; nt = no result given; & = joins results of further samples; [ ] = remark or other dose. Unless noted, the call rests on the fitted dose curve; in most records, active means well fitted curve in the direction sought with a large enough effect; inconclusive means small, poorly fitted or top-dose-only effect, or another doubt; inactive means no such curve, though single readings can be large; an effect the other way counts as inactive or inconclusive. Potency means the concentration at half of the fitted maximal effect.

Each structure is followed by: ELG1 genotox | RORgamma inh | BRCA1 expr act | uPA surface inh | Gal4-VP16 FLuc | Rab9 prom act | MBNL1-CUG inh | CXXC DNA block | p53 reactivator | NPC1 promoter act | FLuc modulator
C=CCNC(=O)CN1CCC(n2nnc3cc(C(F)(F)F)ccc32)CC1
    -4% | 32% | 0% | -4% | 7% | 0% | -11% | -2% | -5% | 0% | 1%
Cc1ccc(C(=O)OCc2nnc(-c3ccccc3)o2)s1
    4% | nt | 8% | -4% | nt | -3% | nt | nt | 9% | 10% | 3%
O=C(CSc1nncn1-c1ccccc1)NCc1cccs1
    -1% | -3% | 7% | 3% | 2% | 0% | 0% | 0% | 1% | -3% | 0%
O=C(O)c1ccc(CSc2nc3ccccc3o2)cc1
    5% | 2% | 14% | 2% | -9% | 0% | -2% | -5% | 4% | -1% | 19µM*
CC(C)C(NS(=O)(=O)c1ccccc1)C(=O)OCc1cc([N+](=O)[O-])cc2c1OCOC2 (stereo not given)
    0% | 29% | -9% | -5% | -3% | -3% | 25% | -9% | 4% | -4% | 5%
O=C(C1CCC(=O)N(C2CCCCCC2)C1)N1CCN(c2ccccc2Cl)CC1 (stereo not given)
    -7% | 5% | -20% | 2% | ? | -3% | 2% | -1% | -10% | -5% | -1%
Cc1cccc(CN2CCN(Cc3cccc(-n4cccn4)c3)CC2CCO)n1 (stereo not given)
    -4% | -3% | -12% | 1% | -17% | -6% | -3% | 4% | -2% | 1% | 0%
O=C(COC(=O)C1CC1)NC(=O)NCc1ccccc1
    -3% | 8% | 7% | 9% | -3% | 2% | -2% | -3% | 0% | -1% | 2%
CCOc1ccc(S(=O)(=O)N2CCOCC2)cc1NS(=O)(=O)c1ccc(OC)c([N+](=O)[O-])c1
    0% | nt | -21% | 2% | nt | 0% | nt | nt | -8% | -3% | -3%
Cc1ccc(/C=C/C(=O)NCc2cccs2)cc1
    ? | -4% | ? | 1% | -22% | 6% | -2% | -9% | ? | 25% | 11µM*
COc1ccccc1CCNC(=O)c1cnccn1
    -5% | 4% | 8% | nt | -6% | 2% | 0% | 2% | 7% | 2% | -5%
N#CC1=C(N)Oc2n[nH]c(-c3cccnc3)c2C1c1ccc([N+](=O)[O-])o1 (stereo not given)
    2% | 6.3µM* | -13% | -7% | ? | 0% | ? | 8% | -19% | -2% | -2%
COc1ccc(-c2nnc(NC(=O)c3ccc([N+](=O)[O-])o3)o2)c(OC)c1
    -15% | 7.1µM* | -93% | 1% | 6.3µM* | -1% | 25% | 12% | 18% | 2% | ?
CC(=O)OCC(=O)NCCCOc1cccc(CN2CCCCC2)c1
    nt | 20% | -4% | 10% | 4% | nt | nt | -1% | nt | nt | nt
CCS(=O)(=O)C1=NN2C(=N)/C(=C\c3ccc(OC(=O)c4ccco4)c(OC)c3)C(=O)N=C2S1
    1% | -1% | 0% | 10% | 1% | -2% | ? | 43%[activator] | 13% | 0% | ?
COC(=O)C1=CNC=C(C(=O)OC)C1c1ccc(C(=O)OC)cc1
    -3% | 0% | -8% | -2% | 2% | 1% | ? | -1% | -1% | 3% | 0%
COc1ccc(CCNC(=O)c2ccc3nc4cc(Cl)ccc4c(=O)n3c2)cc1OC
    -3% | -7% | -1% | 4% | -9% | -4% | 16% | 2% | -4% | -3% | -1%
COc1ccc(Cn2cc([N+](=O)[O-])nc2C)cc1[N+](=O)[O-]
    2% | 21% | -14% | -4% | 0% | -3% | ? | 10% | -3% | -4% | 1%
CC1CN(Cc2nc3c(c(=O)n(C)c(=O)n3C)n2Cc2cccc(Cl)c2)CC(C)O1 (stereo not given)
    -20% | -28% | 2% | -10% | -9% | -1% | 0% | 13% | 3% | -6% | 7%
O=C(NCCN1CCOCC1)/C(=C/c1ccccc1)NC(=O)c1ccccc1
    1% | 5% | 24% | 5% | 2% | 1% | 0% | 55%[activator] | 4% | 3% | -1%
CCC(=O)Nc1ccc(NC(=O)c2ccc3ccccc3c2)cc1
    9% | 12%[1.91 µM] | -21% | 3% | 17% | 9% | 0% | 25% | nt | 14% | 0%
COC(=O)[C@]1(C)CCC[C@@]2(C)C3CC[C@@]4(C)C[C@]3(CCC21)CC(=O)N4 (stereo not given in full)
    -4% | nt | 7% | 14% | nt | 0% | nt | nt | -11% | -1% | 0%
CCNC(=O)Nc1cc(OC)c(OC)cc1C(=O)O
    0% | -3% | -25% | 15% | 1% | -5% | 4% | -7% | -5% | -1% | -1%
O=S(=O)(c1ccc2nc(-c3ccco3)c(-c3ccco3)nc2c1)N1CCOCC1
    -6% | -17% | -4% | 2% | -14% | 5% | ? | -29% | -37%[inhibitor] | 0% | ?
N#C/C(=C\c1ccc(OCCN2CCOCC2)cc1)C(=O)Nc1ccc(S(N)(=O)=O)cc1
    3% | -3% | -2% | 4% | 8% | 19% | 7% | 5% | -13% | 2% | -1%
CCCCn1c(N)c(N(CC(C)C)C(=O)c2cnc(C)cn2)c(=O)[nH]c1=O
    3% | nt | -19% | 2% | nt | -4% | nt | nt | 3% | -5% | -6%
Cc1cc(=O)[nH]c(SCC(=O)c2c(N)n(C)c(=O)n(C)c2=O)n1
    -1% | 15% | 9% | 8% | 10% | -1% | 8% | -4% | -2% | -1% | -2%
CCOc1ccc(N=C2Sc3nc4ccc(C)cc4cc3CN2CCOC)cc1
    -2% | 4% | -28% | 3% | -6% | -3% | -5% | -2% | 5% | -2% | -1%
O=C(N/C(=C/c1cccs1)C(=O)N1CCOCC1)c1cccs1
    -3% | -6% | 0% | 8% | 4% | -3% | 4% | 1% | 10% | 1% | 3%
CN(Cc1ccccc1)C(=O)c1nc2ccccn2c1CN1CCc2sccc2C1
    -8% | -11% | -19% | 1% | ? | 2% | -5% | -17% | -5% | -5% | 5%
CCn1nc(CC(=O)O)c2ccccc2c1=O
    0% | 4% | -1% | 3% | -2% | -1% | -14% | 6% | 3% | -4% | 0%
O=C(Cn1nnc(-c2cccs2)n1)NCCc1ccccc1
    0% | 39% | 18% | 0% | -6% | 0% | 0% | -10% | 19% | 5% | -6%
CC(C)C1C(C#N)=C(N)SC(N)=C1C#N
    -2% | -9% | 13%[1.84 µM] | 0% | 1% | 8% | 13% | -1% | 12% | 2% | 6%
O=C(NCCS(=O)c1ccc(Cl)cc1)c1cccc(Cl)c1 (stereo not given)
    -3% | 9% | 0% | 3% | 1% | -6% | -10% | 0% | 1% | 1% | 2%
Nc1nc2c3ccccc3nc(C3CC3)n2n1
    16% | -9% | -9% | -10% | -4% | -6% | -8% | 1% | -7% | -1% | -2%
Cc1cc(SCC(=O)NC(=O)NCc2ccco2)nc2ccccc12
    -5% | -20% | -6% | -8% | -1% | 1% | 12% | 0% | 17% | -1% | -11%
Cc1cc2cc(CNC(=S)Nc3ccc(OC(F)(F)F)cc3)ccc2n1C
    2% | -35% | 2% | -1% | 18% | 0% | 98%[activator] | 4% | -1% | -4% | 6%
Cc1cc(NS(=O)(=O)c2ccc(Nc3nc(-c4sc(N)nc4C)cs3)cc2)no1
    3% | -7% | -10% | -3% | -10% | 11% | 12% | -17% | 4% | -4% | 0%
CCCCOc1ccc(C(=O)Nc2ccc(N3CCN(C(=O)C(C)C)CC3)cc2)cc1
    -4% | -22% | 3% | 8% | -4% | -14% | 0% | -5% | -7% | -2% | -1%
CC(=O)Nc1ccc(NC(=O)CSc2ncc(C(=O)Nc3ccccc3)c(=O)n2C)cc1
    16% | nt | -30% | -21% | nt | 12% | nt | nt | 12% | 1% | ?
CC1(C)CC2CC(C)(CN2C(=O)COC(=O)c2cncc(Br)c2)C1 (stereo not given)
    1% | nt | 0% | -1% | nt | -1% | nt | nt | 1% | 2% | -2%
CCc1ccc(NC(=O)Cn2ccn(-c3cccc(Cl)c3)c(=O)c2=O)cc1
    12% | 4% | 2% | -22% | 1% | 5% | -13% | nt | 6% | -4% | -1%&-1%
CC1CCCCN1C(=O)Cn1c(=O)oc2cc(S(=O)(=O)N3CCCCC3)ccc21 (stereo not given)
    -1%[9.26 µM] | 12% | 6% | 1% | 1% | 6% | 0% | 6% | 1% | -1% | 1%
COC(=O)c1cccc(S(=O)(=O)N2CCOCC2)c1
    -1% | -17% | 6%&-1% | 0% | 3% | 1% | -4% | 7% | 0% | -1% | 1%
Cc1cc(C(F)(F)F)n2ncc(-c3ccc(F)cc3)c2n1
    3% | 24% | -24% | 3% | 16% | -6% | -3% | 5% | 0% | -2% | 0%
COCC(=O)N1CCCN(c2nc3c(C)cccc3cc2C#N)CC1
    -6% | -30% | -2% | -6% | 2% | -1% | ? | -5% | -11% | 0% | -10%[2.3 µM]

Only part of the results is shown. The share of hits here may be higher or lower than overall.
